# CAL PDZ FP-1: CAL PDZ peptide-binding inhibitors, primary screen, biochemical, fluorescence polarization, Cer-tagged CAL PDZ, HTS; Golgi-associated PDZ and coiled-coil motif-containing protein (Homo sapiens), Q9HD26; purified CAL PDZ, TMR-peptide fluorescence polarization, 1 h; inhibition, % at 20 µM; 330,000 tested, 0.02% active; AID 504414, 2011;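 active means highest replicate inhibition of at least 40%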;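 further: plate controls were DMSO neutral control wells for no effect and unlabeled competitor peptide control wells for full effect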
#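 material = purified tagged CAL PDZ domain construct (CerCALP) | compound dosing = 20 µM, one dose | times = 1 h at RT | measured by = fluorescence polarization from S- and P-plane intensities, G-factor corrected | read-out = inhibition from polarization loss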
# Wnt act: Wnt/beta-catenin pathway activators, primary screen, cell-based, plate reader, single point. Wnt/beta-catenin reporter cell assay, activator. activation, % at 9.35 µM. 300,000 tested, 1.2% active. AID 743398, 2014; in the data active means activation above about 30%, passing the limit was not always enough;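 further: 0% = neutral control wells and 100% = positive control wells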
# Rtt109 HAT inh: inhibitors of C. albicans Rtt109/Vps75 HAT, primary screen, biochemical, ThioGlo CoA-SH fluorescence, plate reader. Histone acetyltransferase RTT109 (Candida albicans (strain SC5314 / ATCC MYA-2876)), …. purified Rtt109/Vps75, 4 h. inhibition, % at 34.9 µM. 330,000 tested, 0.16% active. AID 540336, 2011;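 active means inhibition of at least 50% in every replicate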
# Target sequence (Q5AAJ8 whole entry, looked up): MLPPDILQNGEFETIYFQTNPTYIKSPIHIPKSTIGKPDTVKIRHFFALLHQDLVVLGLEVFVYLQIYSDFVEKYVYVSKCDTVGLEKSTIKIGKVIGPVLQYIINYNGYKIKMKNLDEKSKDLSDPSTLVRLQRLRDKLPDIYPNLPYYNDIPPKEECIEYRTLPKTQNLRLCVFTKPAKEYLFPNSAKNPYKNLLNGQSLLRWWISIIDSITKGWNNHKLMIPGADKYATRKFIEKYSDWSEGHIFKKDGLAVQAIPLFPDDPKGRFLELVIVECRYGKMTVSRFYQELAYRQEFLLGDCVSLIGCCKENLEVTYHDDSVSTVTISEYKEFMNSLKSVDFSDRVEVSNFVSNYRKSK
# CDK5 inh: inhibitors of human CDK5/p35 kinase, primary screen, biochemical, single concentration; Cyclin-dependent kinase 5 (Homo sapiens) + Cyclin-dependent kinase 5 activator 1 (Homo …; Recombinant CDK5/p35, ADP-Glo luminescence, 60 min; inhibition, % at 10 µM; 330,000 tested, 0.01% active; AID 488839, 2010;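 active means highest replicate inhibition of at least 50% and at least 75% of replicates reaching 50%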;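 further: plate controls were DMSO neutral control for no effect and GW8510 at 10 µM for full effect; many of its hits are not listed in these tables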
# Tat export inh: E. coli Tat export inhibitors, primary screen, MC4100, TorA-mCherry reporter, fluorescence, single point. inhibition, % at 10 µM. 340,000 tested, 0.036% active;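 active means mean replicate inhibition at least 50% and at least half of replicates individually reaching 50%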;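 further: exported cargo escapes ClpAP degradation while cytoplasmic cargo is degraded and loses fluorescence; 0% = median of neutral control wells and 100% = median of NaSCN control wells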
# dFosB activator: activators of delta FosB homodimer, primary screen, biochemical, fluorescence polarization, TAMRA-CDK5 oligo, single point; Protein FosB (Mus musculus), P13346; 340,000 tested, 0.99% active; AID 493131, 2011; activation, % at 25 µM; purified delta FosB; percent of positive-control signal above neutral wells;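 active means mean activation above about 17%, with every replicate also reaching it, limit read from the data, passing the limit was not always enough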;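 further: fluorescence polarization rise as delta FosB binds a TAMRA Cdk5 AP-1 oligo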
# Target sequence (P13346 whole entry, looked up): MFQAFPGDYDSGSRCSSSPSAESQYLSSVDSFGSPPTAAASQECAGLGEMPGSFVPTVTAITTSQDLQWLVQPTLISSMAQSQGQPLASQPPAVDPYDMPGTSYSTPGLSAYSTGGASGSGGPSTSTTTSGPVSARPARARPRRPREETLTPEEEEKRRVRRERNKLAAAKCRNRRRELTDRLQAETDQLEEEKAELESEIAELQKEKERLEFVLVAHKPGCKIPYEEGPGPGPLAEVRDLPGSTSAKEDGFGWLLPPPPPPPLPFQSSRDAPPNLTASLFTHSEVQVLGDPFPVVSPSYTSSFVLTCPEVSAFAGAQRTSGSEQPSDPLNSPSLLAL
# CAL PDZ FP-2: untagged CAL PDZ binding inhibitors, primary screen, biochemical, fluorescence polarization, HTS | 300,000 tested, 0.92% active | AID 602252, 2012 | purified CAL PDZ, TMR-peptide fluorescence polarization, 1 h | Golgi-associated PDZ and coiled-coil motif-containing protein (Homo sapiens), Q9HD26 | inhibition, % at 24.9 µM;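 active means mean inhibition of at least 30% with at least half of replicates also reaching 30%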;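 further: 0% = DMSO neutral control and 100% = excess unlabeled competitor peptide PRC23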
# MITF act: activators of MITF-driven TRPM1 promoter reporter, primary screen, cell-based, SK-MEL-5, luciferase, single point; 300,000 tested, 0.75% active; activation, % at 12.5 µM; AID 588334, 2011; SK-MEL-5 TRPM1-promoter luciferase, 24 h; % of positive control, neutral wells = 0;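 active means mean activation of at least 80% with every replicate also reaching 80%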;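 further: 0% = neutral control wells and 100% = parthenolide positive control wells; values of inactives mirror those of a sister screen read the other way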
# RTF Ca sens act: cardiac RTF calcium sensitivity activators, primary screen, biochemical, IANBD-TnC fluorescence, EC20 calcium; AID 493008, 2010; 340,000 tested, 0.24% active; Troponin I, cardiac muscle (Homo sapiens) + Troponin T, cardiac muscle (Homo sapiens) + …; IANBD-labeled TnC RTF fluorescence at EC20 calcium; 0% EC20 calcium, 100% full calcium; activation, % at 7.2 µM;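 active means activation above the mean over all tested compounds plus 3 SD, cut at about 30% in these data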;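 further: rise in fluorescence read as greater calcium sensitivity of cardiac thin filaments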
# V-ATPase pH: regulators of yeast V-ATPase proton pumping, primary screen, pHLuorin cytosolic pH fluorescence; S. cerevisiae; response, % at 10 µM; 350,000 tested, 0.37% active; in the data active means response mostly above about 7.3%, no sharp cut-off; inactive means mostly below about 5.4%; further: actives read high; inactives centre near 0; some compounds called inactive have numbers as strong as hits; reference of the scale not given here
# Numbers without * were called inactive; . = no result given.
CAL PDZ FP-1,Wnt act,Rtt109 HAT inh,CDK5 inh,Tat export inh,dFosB activator,CAL PDZ FP-2,MITF act,RTF Ca sens act,V-ATPase pH,Structure
0.1,0,.,-0.4,-2,-5,-6,-4,5,-1,O=C(COC(=O)c1ccco1)NC(c1ccccc1)c1ccccc1
-0.6,-1,-2,0.8,1,4,2,.,1,2,CC(C(=O)Nc1ccccc1C(F)(F)F)N1CCN(C)CC1 (stereo unspecified)
-2.5,13,5,0.7,-6,-8,.,13,-1,-1,CNC(=O)c1cc2c(s1)-c1ccccc1CC2
-1.2,.,1,-0.6,-11,4,0,15,6,-2,COCCCNC(=S)N(Cc1ccccc1)Cc1ccccc1
-0.2,16,-2,2.0,-5,-1,-3,87*,1,1,N/C(=N\OC(=O)c1ccc(F)cc1)c1cccc([N+](=O)[O-])c1
-0.2,.,-3,-0.2,4,11,-8,32,4,-4,COc1ccc(Nc2nc(N)nc(COc3ccc(OC)cc3)n2)cc1
-2.3,-2,8,0.2,1,5,0,9,-5,-1,COc1ccc(CCC(=O)NNC(=O)c2ccc(OC)cc2)cc1
-2.1,0,-14,-1.2,-18,-4,-4,8,-1,9,O=C(COC(=O)c1ccc[nH]c1=O)Nc1cc(S(=O)(=O)N2CCCCCC2)ccc1Cl
-1.2,0,-3,1.9,1,-13,-5,-3,4,1,Cc1ccc(NC(=S)N2CCC(NC(=O)c3ccc(F)cc3)CC2)cc1C
-0.3,-1,1,2.2,0,-2,.,21,3,-1,CC(=O)Nc1nnc(SCc2ccc(C(=O)Nc3ccccc3F)cc2)s1
-2.3,5,-1,1.4,-1,-3,-5,-2,-1,-1,COc1ccc(NC(=O)CCCc2c[nH]c3ccccc23)cc1OC
0.0,.,-9,2.2,-8,-5,-6,.,1,8,CC(=O)Nc1ccc(C(=O)Nc2ccc3c(c2)OCO3)cc1
0.8,9,-2,.,-9,-2,-4,50,1,-1,COc1ccccc1CSc1ncc(-c2ccc([N+](=O)[O-])cc2)[nH]1
-0.1,-5,1,-5.1,1,8,-2,4,6,5,COC(=O)C1CC(O)CN1C(=O)Nc1ccccc1 (stereo unspecified)
-0.8,-2,3,1.0,-6,2,-4,4,-2,2,O=C(Nc1nnc(COc2ccc(F)cc2)s1)c1cccs1
1.0,.,-2,-2.7,2,-10,-3,2,9,1,COc1ccc(C2C=C(c3ccccc3)Nc3ncnn32)cc1 (stereo unspecified)
-0.8,-5,10,-0.1,13,-17,1,26,-8,1,O=C(Cc1cccs1)Nc1nnc(Cc2ccccc2)s1
-0.6,.,-77,1.4,4,-4,2,-5,5,1,Cc1ccc(C2=CC(c3cccs3)n3nnnc3N2)cc1 (stereo unspecified)
-1.2,.,13,-1.7,-14,-3,-1,-98,2,4,Cc1ccc(Nc2cc(C)nn2-c2nc(C)cc(=O)[nH]2)cc1
-1.9,1,-1,0.0,-4,-6,-3,-11,-1,-2,COc1ccc(Cl)cc1NC(=O)CN(C)C(=O)Cc1ccsc1
0.2,0,-2,-0.3,1,0,-5,2,1,1,CCCn1c(N)c(C(=O)CSc2nnc(-c3ccoc3C)n2C)c(=O)n(C)c1=O
-0.4,-3,1,-0.5,-4,7,2,-5,-4,2,O=C(Nc1ccc(F)cc1)c1ccc(-n2cncn2)c([N+](=O)[O-])c1
-1.2,2,5,-0.7,-3,-10,5,8,-1,0,Cn1nc(C(=O)OCC(=O)Nc2cccc(S(=O)(=O)N3CCCC3)c2)c2ccccc2c1=O
0.3,16,2,1.8,-7,1,-3,-3,2,2,N#CC[C@H](Cc1ccccc1)N1CCN(CCc2ccccc2)CCC1=O
-0.5,.,-2,3.0,12,3,-2,-7,-4,-2,COc1ccc2c(c1)C1NC(=S)N[C@@](C)(O2)C1C(=O)Nc1ccccc1 (stereo partly specified)
-1.5,-3,-1,-0.6,-6,-3,.,.,4,0,COc1ccc(CCNC(=O)C(=O)NCC2OCCN2S(=O)(=O)c2ccc(F)cc2)cc1OC (stereo unspecified)
0.6,-5,-11,0.0,3,-6,0,-6,2,-1,O=C1C=C(c2cc(C(F)(F)F)cc(C(F)(F)F)c2)C[C@@H](c2ccc(Cl)cc2)C1
-2.5,.,-8,-2.4,34,-10,-2,-6,3,0,O=C(COc1ccccc1)N1CCN=C1SCc1cccnc1
-1.2,-1,-8,0.8,0,-1,-2,1,-3,-5,CCn1c(SCC(=O)Nc2ccc(N3CCOCC3)cc2)nnc1C1CC1
-1.2,0,6,-1.5,9,-12,-3,-2,2,-6,CCC1(c2ccccc2)NC(=O)N(CC(=O)NNC(=O)COc2ccc(Cl)cc2C)C1=O (stereo unspecified)
-2.3,.,-5,0.8,10,-2,-4,9,-4,-4,CCCN1C(=O)/C(=C\c2ccncc2)SC1=Nc1ccccc1
1.1,-1,-10,-0.2,19,-3,-1,5,4,-1,O=C(Cc1ccccc1)NCCc1cn2ccsc2n1

# Part of the list above in another layout.
smiles | CAL PDZ FP-1 | Wnt act | Rtt109 HAT inh | CDK5 inh | Tat export inh | dFosB activator | CAL PDZ FP-2 | MITF act | RTF Ca sens act | V-ATPase pH
O=C(Nc1nnc(COc2ccc(F)cc2)s1)c1cccs1 | -0.8 | -2 | 3 | 1.0 | -6 | 2 | -4 | 4 | -2 | 2
COc1ccc(C2C=C(c3ccccc3)Nc3ncnn32)cc1 (stereo unspecified) | 1.0 | . | -2 | -2.7 | 2 | -10 | -3 | 2 | 9 | 1
O=C(Cc1cccs1)Nc1nnc(Cc2ccccc2)s1 | -0.8 | -5 | 10 | -0.1 | 13 | -17 | 1 | 26 | -8 | 1
Cc1ccc(C2=CC(c3cccs3)n3nnnc3N2)cc1 (stereo unspecified) | -0.6 | . | -77 | 1.4 | 4 | -4 | 2 | -5 | 5 | 1
Cc1ccc(Nc2cc(C)nn2-c2nc(C)cc(=O)[nH]2)cc1 | -1.2 | . | 13 | -1.7 | -14 | -3 | -1 | -98 | 2 | 4
COc1ccc(Cl)cc1NC(=O)CN(C)C(=O)Cc1ccsc1 | -1.9 | 1 | -1 | 0.0 | -4 | -6 | -3 | -11 | -1 | -2
CCCn1c(N)c(C(=O)CSc2nnc(-c3ccoc3C)n2C)c(=O)n(C)c1=O | 0.2 | 0 | -2 | -0.3 | 1 | 0 | -5 | 2 | 1 | 1
O=C(Nc1ccc(F)cc1)c1ccc(-n2cncn2)c([N+](=O)[O-])c1 | -0.4 | -3 | 1 | -0.5 | -4 | 7 | 2 | -5 | -4 | 2
Cn1nc(C(=O)OCC(=O)Nc2cccc(S(=O)(=O)N3CCCC3)c2)c2ccccc2c1=O | -1.2 | 2 | 5 | -0.7 | -3 | -10 | 5 | 8 | -1 | 0
N#CC[C@H](Cc1ccccc1)N1CCN(CCc2ccccc2)CCC1=O | 0.3 | 16 | 2 | 1.8 | -7 | 1 | -3 | -3 | 2 | 2
COc1ccc2c(c1)C1NC(=S)N[C@@](C)(O2)C1C(=O)Nc1ccccc1 (stereo partly specified) | -0.5 | . | -2 | 3.0 | 12 | 3 | -2 | -7 | -4 | -2
COc1ccc(CCNC(=O)C(=O)NCC2OCCN2S(=O)(=O)c2ccc(F)cc2)cc1OC (stereo unspecified) | -1.5 | -3 | -1 | -0.6 | -6 | -3 | . | . | 4 | 0
O=C1C=C(c2cc(C(F)(F)F)cc(C(F)(F)F)c2)C[C@@H](c2ccc(Cl)cc2)C1 | 0.6 | -5 | -11 | 0.0 | 3 | -6 | 0 | -6 | 2 | -1
O=C(COc1ccccc1)N1CCN=C1SCc1cccnc1 | -2.5 | . | -8 | -2.4 | 34 | -10 | -2 | -6 | 3 | 0
CCn1c(SCC(=O)Nc2ccc(N3CCOCC3)cc2)nnc1C1CC1 | -1.2 | -1 | -8 | 0.8 | 0 | -1 | -2 | 1 | -3 | -5

# Continued.
CAL PDZ FP-1,Wnt act,Rtt109 HAT inh,CDK5 inh,Tat export inh,dFosB activator,CAL PDZ FP-2,MITF act,RTF Ca sens act,V-ATPase pH,Structure
-3.6,-7,20,-0.9,0,1,-1,.,-4,-5,CCCn1c(SCC(=O)Nc2ccc(OCC)cc2)nnc1C(C)C
-0.8,-1,4,-1.0,3,2,-4,-15,-4,1,O=C(CN(C(=O)Cn1nnc(-c2ccc(F)cc2)n1)c1ccc(F)cc1)NC1CCCC1
-0.9,.,-8,1.9,4,-15,0,-55,2,1,O=C(NC1CC1)c1ccc(-c2nc3ccccc3s2)s1
1.5,2,2,1.2,-2,-5,-5,65,-4,-1,N#Cc1nc(-c2cccc3ccccc23)oc1NCCN1CCOCC1
0.9,2,0,1.4,1,-3,-3,-2,0,1,Cc1ccc(N2C(=O)C3CCCN3C2=S)c(C)c1 (stereo unspecified)
-0.2,-3,1,1.3,-2,1,3,8,7,6,O=C(O)c1cccc(S(=O)(=O)NCc2cccs2)c1
-18,14,-10,-1.0,0,3,-1,59,1,-2,Cc1ccc2nc(-c3ccc(O)cc3)oc2c1
-0.5,-1,-13,0.4,1,9,-3,.,-6,1,c1ccc(COn2c(-c3ccccc3)nc3c2CCc2nonc2-3)cc1
-0.8,-1,0,1.2,-3,-1,-3,-3,-6,1,CCN(CC(=O)Nc1c(F)cccc1F)C(=O)c1ccccc1F
-0.1,0,-2,-0.3,-17,-5,-3,8,-2,1,COc1ccc(C(=O)NNC(=O)c2ccc(C(C)(C)C)cc2)cc1
-0.5,-1,4,-0.1,-10,-7,8,1,0,-4,CC12CCC(C(=O)NCc3ccco3)(OC1=O)C2(C)C (stereo unspecified)
-0.7,1,10,0.2,-3,-4,.,1,3,4,Cc1cc(C)c(-n2[nH]nnc2=S)c(C)c1
-0.8,-4,0,3.0,-10,-6,-3,1,-5,4,CCOc1ccc(C(=O)Nc2ccccc2CC)cc1[N+](=O)[O-]
-0.4,1,-4,0.5,-4,3,-2,8,2,-2,O=C(CCCCC(=O)NC1CCCC1)NC1CCCC1
-1.8,-1,15,0.3,9,3,-5,.,-4,4,Cc1ccc(OCc2nc(-c3ccc(-n4cccc4)cc3)no2)cc1C
-2.1,.,7,1.9,3,-5,-2,.,-3,4,S=c1[nH]nc(COc2ccccc2)n1/N=C/c1ccc(Br)s1

# Two consecutive compounds already listed, for reference:
CAL PDZ FP-1,Wnt act,Rtt109 HAT inh,CDK5 inh,Tat export inh,dFosB activator,CAL PDZ FP-2,MITF act,RTF Ca sens act,V-ATPase pH,Structure
-0.5,-1,4,-0.1,-10,-7,8,1,0,-4,CC12CCC(C(=O)NCc3ccco3)(OC1=O)C2(C)C (stereo unspecified)
-0.7,1,10,0.2,-3,-4,.,1,3,4,Cc1cc(C)c(-n2[nH]nnc2=S)c(C)c1

# Screens as filed in PubChem BioAssay.
